SMARCA2 act – SMARCA2 (BRM) function activators, primary screen, cell-based, luminescence, high throughput. MG213 cells, MMTV-luciferase reporter, dexamethasone, overnight. activation, % at 9.1 µM. 370,000 compounds, 1% hits. AID 652017, 2013; in the data active = activation above about 7.8%;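 also: 0% = vehicle wells and 100% = reference activator wells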
rCAG RNA binder – binders of r(CAG) RNA repeats, primary screen, biochemical, fluorescence | r(CAG) RNA repeat, TO-PRO-1 dye displacement fluorescence | 370,000 compounds, 1.3% hits | inhibition, % at 3 µM | AID 651821, 2012;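 active = inhibition above the plate cutoff, the mean of all test compounds on that plate plus 3 SD, cut at about 35% in these data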;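 also: 0% = DMSO alone and 100% = 100 µM mitoxantrone as full dye displacement; higher means more dye released from RNA so lower well fluorescence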
mABHD4 FP – ABHD4 inhibitors, primary screen, biochemical, fluorescence polarization, mouse | 370,000 compounds, 0.54% hits | purified mABHD4, FP-Rh probe fluorescence polarization | inhibition, % at 8.92 µM;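 active = inhibition exceeding the mean over every tested compound plus 3 SD, cut at about 30% in these data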;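 also: 0% = plate median of compound wells and 100% = S159A mutant with DMSO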
Target sequence (Q8VD66 whole entry, looked up): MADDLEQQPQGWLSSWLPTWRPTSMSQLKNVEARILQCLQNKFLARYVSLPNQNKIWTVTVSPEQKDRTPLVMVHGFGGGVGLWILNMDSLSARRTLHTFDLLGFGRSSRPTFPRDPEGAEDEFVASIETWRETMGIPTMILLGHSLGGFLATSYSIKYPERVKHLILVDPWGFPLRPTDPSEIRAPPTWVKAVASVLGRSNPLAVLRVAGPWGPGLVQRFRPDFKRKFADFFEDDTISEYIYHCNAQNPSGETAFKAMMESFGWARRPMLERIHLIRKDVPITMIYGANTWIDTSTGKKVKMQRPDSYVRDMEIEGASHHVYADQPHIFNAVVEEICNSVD
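assay system = mABHD4 protein | compound dosing = single nominal dose of 8.92 µM, 0.89% DMSO final | read-out basis = percent inhibition of probe binding, normalized to plate controls | schedule = Enzyme–compound pre-incubation 45 min, then probe 60 min, both 25 °C | detection = fluorescence polarization, excitation 525 nm, emission 598 nm, BODIPY TMR filters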
NPR2 activator – human GC-B receptor activators, primary screen, HEK293 GC-B cells, cGMP TR-FRET, EC30 CNP. Atrial natriuretic peptide receptor 2 (Homo sapiens), P20594. 0% at EC30 CNP, 100% saturating CNP. activation, % at 10 µM. 370,000 compounds, 0.11% hits;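 active = activation at 10 µM reaching about 35% in either raw or pattern-adjusted values, limit read from the data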
ARFGAP1 inhibitor – inhibitors of rat ARFGAP1 GAP activity, primary screen, biochemical, fluorescence polarization, GDP tracer; ADP-ribosylation factor GTPase-activating protein 1 (Rattus norvegicus), Q62848; Arfgap1-stimulated ARF1 GTP hydrolysis, GDP FP detection; AID 651572, 2012; inhibition, % at 16.5 µM; 360,000 compounds, 0.26% hits;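 active = inhibition above a per-plate limit, mean inhibition of low control wells plus 3 SD, cut at about 25% in these data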;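 also: 0% = DMSO wells with enzyme and 100% = wells lacking Arfgap1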
Target sequence (Q62848 1-136 limits assumed): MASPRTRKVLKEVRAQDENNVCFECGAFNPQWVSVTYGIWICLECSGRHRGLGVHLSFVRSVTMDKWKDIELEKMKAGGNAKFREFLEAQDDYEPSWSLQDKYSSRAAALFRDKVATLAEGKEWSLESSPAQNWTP
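Assay system: purified rat His6-Arfgap1 residues 1-136 (GAP domain); Reagent: human Δ17 ARF1 bound to GTP; Dosing: 16.5 µM single point, 1.26% DMSO; Times: GTP hydrolysis reaction 2 h at 25 °C; Signal: FP, GDP Alexa 633 tracer displaced from anti-GDP antibody, 620/688 nm; Measure: % inhibition from polarization.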
HTRA1 inhibitor – HTRA1 serine protease inhibitors, primary screen, biochemical, fluorescence polarization, HTS; recombinant HTRA1, FP-rhodamine activity-based probe; 340,000 compounds, 0.5% hits; Q92743; inhibition, % at 5.96 µM; in the data active = inhibition above about 36%;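 also: 0% = enzyme with DMSO and 100% = wells lacking enzyme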
GC-A act – GC-A stimulated cGMP production enhancers – HEK293 GC-A cells, cGMP TR-FRET, EC30 ANP, primary screen; Atrial natriuretic peptide receptor 1 (Homo sapiens), P16066; 0% at EC30 ANP, 100% saturating ANP; activation, % at 10 µM; 370,000 compounds, 0.14% hits; AID 1671463, 2021; in the data active = activation above about 40%
ASAP1 GAP inh – inhibitors of human ASAP1 ArfGAP activity, primary screen, biochemical, fluorescence polarization; inhibition, % at 16.5 µM; ASAP1-stimulated ARF1 GTP hydrolysis, GDP FP detection; 360,000 compounds, 0.19% hits; in the data active = inhibition above about 25%;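 also: 0% = vehicle with enzyme and substrate and 100% = no enzyme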
PG9 Ab binder – binders of HIV-1 gp120 antibody PG9, primary screen, biochemical, TR-FRET | HIV-1 gp120 / PG9 antibody interaction | TR-FRET gp120-PG9 antibody binding | inhibition, % at 6.7 µM | 360,000 compounds, 0.43% hits | AID 624416, 2012; in the data active = inhibition above about 8.5%
NR1D1 modulator – modulators of Rev-erb alpha DNA binding, primary screen, biochemical, FITC-DNA, fluorescence polarization, uHTS | Nuclear receptor subfamily 1 group D member 1 (Homo sapiens), P20393 | Rev-erbα–FITC-DNA binding, 90 min | activity, % at 10 µM | 370,000 compounds, 0.79% hits | AID 1259318, 2017;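 active = activity above about 14%, limit read from the data; passing the limit was not always enough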;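 also: 0% = DMSO wells with 35 nM protein and 100% = DMSO wells with 750 nM protein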
Target sequence (P20393 whole entry, looked up): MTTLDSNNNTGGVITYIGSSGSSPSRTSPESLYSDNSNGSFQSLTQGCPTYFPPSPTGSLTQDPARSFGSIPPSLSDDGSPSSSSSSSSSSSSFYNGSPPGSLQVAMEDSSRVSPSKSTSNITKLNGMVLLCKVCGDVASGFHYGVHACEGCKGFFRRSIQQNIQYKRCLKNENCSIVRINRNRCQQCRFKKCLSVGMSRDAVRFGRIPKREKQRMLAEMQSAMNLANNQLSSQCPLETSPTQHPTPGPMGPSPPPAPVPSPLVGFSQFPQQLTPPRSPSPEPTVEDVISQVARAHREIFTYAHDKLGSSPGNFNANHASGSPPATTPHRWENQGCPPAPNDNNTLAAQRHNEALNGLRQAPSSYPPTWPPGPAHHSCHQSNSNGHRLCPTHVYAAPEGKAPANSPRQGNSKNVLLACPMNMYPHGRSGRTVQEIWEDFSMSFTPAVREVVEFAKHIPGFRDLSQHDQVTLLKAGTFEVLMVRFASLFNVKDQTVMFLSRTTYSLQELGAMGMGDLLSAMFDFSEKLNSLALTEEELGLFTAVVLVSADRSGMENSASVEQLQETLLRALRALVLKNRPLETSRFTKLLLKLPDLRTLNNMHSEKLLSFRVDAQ
Numbers without * were called inactive; · = no result given. Not a hit list. About 4.4% of those tested had a hit in this group.

SMILES	SMARCA2 act	rCAG RNA binder	mABHD4 FP	NPR2 activator	ARFGAP1 inhibitor	HTRA1 inhibitor	GC-A act	ASAP1 GAP inh	PG9 Ab binder	NR1D1 modulator
Cc1ccccc1/C=C/c1cccc[n+]1C	1	-2	-2	3	3	-2	3	-11	-1.5	0
Cn1c(=O)c2c(nc(N3CCCC3)n2CC(O)CO)n(C)c1=O (configuration not stated)	3	-2	-2	2	6	-4	1	6	-1.4	2
Cc1nc(C)c(C(=O)N2CCCC(CCC(=O)NCc3ccc(F)c(F)c3)C2)s1 (configuration not stated)	-2	-7	2	8	0	-4	6	-4	0.6	-2
COc1ccccc1Cc1c(-c2ccc(F)cc2)nc2cc(C)c(Br)c(C)n12	1	8	-6	0	11	·	-4	6	-2.3	0
CC(=O)Nn1cnc2c(c1=O)C1(CCCC1)Cc1ccccc1-2	-5	-4	1	5	15	8	0	4	2.8	6
CCOc1ccc(NS(=O)(=O)c2ccc(C(=O)N3CCCCC3)cc2)cc1	-4	-2	4	-2	-3	2	0	5	-0.1	-5
Cc1cc(C(F)(F)F)nn1Cc1n[nH]c(=S)n1-c1ccc(F)cc1	1	1	1	4	7	-1	0	-2	0.3	4
CCCC1=NN(C(=O)Cc2ccc([N+](=O)[O-])cc2)C(O)(C(F)(F)F)C1 (configuration not stated)	-5	-4	0	0	1	-5	-1	-5	0.1	-2
CCOC(=O)CC(=O)Nc1ccc(C)cc1	2	1	4	2	7	4	0	10	-0.3	-4
O=C(CN1C(=O)/C(=C\c2ccc(F)cc2)Oc2ccccc21)N1CCN(c2ccccn2)CC1	-1	1	5	7	-7	4	7	-5	-0.5	2
O=C(Cc1ccc(Cl)cc1)Nc1ccccc1C(=O)N1CCCC1	0	-4	-6	2	-2	-7	3	-2	-1.2	3
Cc1cccc(NC(=O)c2cccc([N+](=O)[O-])c2O)c1C	6	1	12	5	2	7	-2	-4	-0.8	5
CCCCC[C@@H]1CCCCC[C@H](O)C[C@@H](O)[C@@H](O)/C=C/C(=O)O1	-5	-3	-6	4	-3	·	1	3	0.4	12
CCOC(=O)[C@H]1[C@H]2COc3ccccc3[C@@H]2N2C(=O)CN(Cc3ccccc3)C(=O)[C@@]12C	1	-3	3	2	-9	-4	-1	-3	-0.5	-1
Cc1nn(C)cc1C(=O)NNC(=S)Nc1ccccc1	1	1	5	-6	-4	6	-1	0	-2.4	-6
NC(=O)C1Cc2ccccc2CN1C(=O)c1cccc(Oc2ccccc2)c1 (configuration not stated)	-1	-3	3	-3	9	-3	2	-3	-1.4	1
Cc1ccccc1NC(=O)C1C2CC/C=C\CCC21 (configuration not stated)	-1	2	1	-2	1	-2	2	-2	-1.1	-6
COc1ccc(CN2CCCC(N3CCN(c4cccc(Cl)c4)CC3)C2)cc1OC (configuration not stated)	-5	-6	0	-2	-2	-2	-1	14	-1.7	3
Cc1nnc(NC(=O)c2cccc(S(=O)(=O)N3CCOCC3)c2)s1	1	8	0	6	-1	3	1	-11	-2.5	-1
O=c1cc(CN2CCCCC2)c2c(ccc3ccccc32)o1	-1	3	0	-2	20	·	4	4	-0.7	0
CCOc1ccccc1NC(=O)C(=O)CC(=O)c1cccc(OC)c1	2	11	9	-1	6	6	-3	-8	-2.4	-9
CC(=O)N1CCOc2ccc(S(=O)(=O)N3CC(C)CC(C)C3)cc21 (configuration not stated)	0	-4	2	1	5	-1	4	-6	-1.6	1
CC(NCCc1ccc(S(N)(=O)=O)cc1)C(=O)NCc1ccccc1 (configuration not stated)	-1	0	3	4	4	8	1	-1	-0.5	-3
O=C(c1nc2ccccn2c1CNCCCn1cccn1)N1CCCC1	-2	1	-1	9	2	8	3	-13	-0.5	3
COc1cc(CNc2ccc3c(c2)OCCO3)ccc1OCC(N)=O	-2	-4	2	-5	2	-3	-4	11	-5.9	-6

Taken from above:
Value of `Cc1nnc(NC(=O)c2cccc(S(=O)(=O)N3CCOCC3)c2)s1` in ARFGAP1 inhibitor: -1
Value of `CCOC(=O)CC(=O)Nc1ccc(C)cc1` in NR1D1 modulator: -4
Value of `Cn1c(=O)c2c(nc(N3CCCC3)n2CC(O)CO)n(C)c1=O` (configuration not stated) in SMARCA2 act: 3
Value of `O=C(Cc1ccc(Cl)cc1)Nc1ccccc1C(=O)N1CCCC1` in HTRA1 inhibitor: -7

Later entries.
SMILES	SMARCA2 act	rCAG RNA binder	mABHD4 FP	NPR2 activator	ARFGAP1 inhibitor	HTRA1 inhibitor	GC-A act	ASAP1 GAP inh	PG9 Ab binder	NR1D1 modulator
Cc1cccc2nc(-c3cccnc3)c(Nc3ccccc3)n12	-5	-7	2	5	0	-4	10	2	2.5	-7
O=C(NCCc1cnc[nH]1)c1ccc(-c2ccccc2)cc1	-1	-1	6	-6	2	7	17	-4	1.6	3
Cc1cc2ncn(S(=O)(=O)N3CCCCC3)c2cc1C	-5	-8	4	1	-10	-11	-4	-17	1.4	6
O=c1c2c3c(sc2ncn1/N=C/c1cccnc1)CCCC3	4	1	2	-1	-3	-1	-4	2	0.6	3
Cc1cc(C)nc(SCc2nnc(SCC#N)n2-c2cccc(Cl)c2)n1	0	-3	3	-1	9	3	0	5	-1.3	5
O=C(COC(=O)[C@H](Cc1ccccc1)NC(=O)c1cccs1)NC1CC1	2	-4	-2	-4	3	-4	0	-3	-1.6	-5
Cc1ccc(-n2c(SCC(=O)N/N=C/c3ccccc3C(=O)O)nnc2-c2ccccc2)cc1	-2	18	-5	2	-2	-15	-1	0	-0.3	-1
COc1ccc(N(C(C)C(=O)N/N=C/c2ccc(OC(C)C)cc2)S(C)(=O)=O)cc1 (configuration not stated)	0	-5	-3	3	0	-7	-4	5	-0.1	-4
COC(=O)c1ccccc1NC(=O)CCC(=O)N1CC(C)Oc2ccc(C)cc21 (configuration not stated)	-2	1	1	-10	0	-23	-12	15	-1.4	-2
O=C(CSc1nnc(CNC(=O)C23CC4CC(CC(C4)C2)C3)n1-c1ccc(F)cc1)Nc1ccccc1	-3	5	3	-1	-4	-11	-8	-5	0.3	0
COCCNC(=O)C(NC(=O)C1CCCCC1)C(C)C (configuration not stated)	-3	-4	6	-1	16	3	-4	3	1.3	2
Cc1ccccc1N1CCN(S(=O)(=O)c2cccs2)CC1	0	-3	-5	5	-7	-13	5	7	-2.1	9
CCOC(=O)c1c(-c2ccccc2)nc2ccccn12	-4	-5	-1	-2	9	-1	3	-14	-1.3	-1
CC(C)N(C(=O)[C@H]1CC(CC(=O)NCCN2CCOCC2)C(=O)N2CCc3c([nH]c4ccccc34)[C@]12C)C(C)C (some centres not stated)	-4	-1	-1	-2	3	3	1	1	0.8	2
O=C(CCCSc1ccccc1)Nc1nc(-c2ccccn2)cs1	0	8	-4	-6	23	-8	7	-8	0.8	6
Nc1c(C(=O)c2ccccc2)oc2ccc(Br)cc12	3	7	0	-1	4	-12	7	-21	-0.4	4
O=C(O)CCCCCNC(=O)c1cccc(Br)c1	-1	1	4	-8	15	1	1	-6	0.3	1
Cc1cc(C)c(C#N)c(SCC(=O)Nc2ccc3c(c2)OCO3)n1	1	-1	-2	3	-1	12	-1	5	-2.8	-4
Cc1cccn2cc(CNS(=O)(=O)c3ccc4ccccc4c3)nc12	-5	1	-6	-1	11	-4	3	3	-4.2	-3
COc1ccc(Cl)cc1NC(=O)CSc1nnc(C)c(=O)n1N	8.3*	-1	5	7	-2	3	0	4	-0.3	-7
O=C(O)C1CSC2(c3ccc(Br)cc3)CCC(=O)N12 (configuration not stated)	-3	3	-11	2	3	1	1	-10	-0.4	-5
Cc1ccc(Cc2c(-c3ccc(Cl)cc3)nc3cc(C)ccn23)cc1	7.8*	5	1	48*	-12	-48	36	-1	-0.4	-1
CC(=O)C1=C(C)NC(=O)NC1c1ccccc1 (configuration not stated)	-5	-2	0	2	6	1	6	4	-1.3	-2
CC1(C)Cc2ccccc2-c2nnc(SCC(=O)Nc3ccc4c(c3)OCO4)n21	-1	-6	1	0	16	-12	-6	-1	-3.8	-1
COC(=O)c1cc(F)c(-n2cncn2)c(F)c1	0	-1	3	3	-6	6	-2	-1	-1.0	0

More entries follow.
SMILES	SMARCA2 act	rCAG RNA binder	mABHD4 FP	NPR2 activator	ARFGAP1 inhibitor	HTRA1 inhibitor	GC-A act	ASAP1 GAP inh	PG9 Ab binder	NR1D1 modulator
COc1ccc(CCNC(=O)CNC(=O)c2ccco2)cc1	1	1	7	-7	1	11	0	7	-1.5	2
COc1cc(/C=C2\SC(=S)N(CCC(=O)N3CCN(C)CC3)C2=O)cc(OC)c1OC	-1	-1	-22	7	-1	-12	9	6	-0.3	-6
CCC(O)c1c(-c2ccccc2)nn(C)c1Cl (configuration not stated)	-2	-5	-10	-2	7	3	-7	5	-0.4	0
CCC[C@H]1CN(c2ccc(Br)cc2)C(=O)[C@@H]1CC(=O)Nc1ccc(OC)cc1	-1	5	-6	-1	5	-35	-1	13	-0.2	3
Cc1nc2c(C)cccn2c1/C(O)=C1\C(=O)C(=O)N(CCN2CCOCC2)C1c1cccs1 (configuration not stated)	-1	7	12	1	3	-1	3	-3	2.1	5
COC(=O)c1ncccc1SC	-3	1	1	-2	7	3	0	3	-1.8	0
CCCN(CCC)C(=O)Cn1c(=O)c2sccc2n2c(=S)sc(-c3ccccc3)c12	0	1	3	-2	-4	2	-4	-3	-1.0	9
CCOc1ccc(/C=N/n2c(COc3ccccc3)n[nH]c2=S)cc1OC	0	22	-2	-3	0	-4	2	7	0.9	-3
COc1ccc(N=C/C=C2\C=C(c3ccccc3)OC(C)(C)O2)cc1	0	-3	0	-4	-9	-19	-1	-7	0.4	3
CCOC(=O)c1nc2ccccc2c(=O)[nH]1	9.3*	-1	3	3	6	-2	-2	-4	0.6	6
C/C(=N\NC(=O)C1CCCC1)c1ccc(Cl)c(Cl)c1	3	-4	2	2	5	0	0	3	-0.7	-1
CC1CCCN(C(=O)COC(=O)COc2ccc(C#N)cc2)C1 (configuration not stated)	-2	0	0	0	-11	0	-2	1	0.8	-3
Cc1ccc(C(=O)NC2(C(Cl)Cl)N=C(c3ccccc3)N=C2N)cc1 (configuration not stated)	0	-2	-5	5	11	1	4	-11	1.1	-4

2 entries from above, in markdown:
| smiles | SMARCA2 act | rCAG RNA binder | mABHD4 FP | NPR2 activator | ARFGAP1 inhibitor | HTRA1 inhibitor | GC-A act | ASAP1 GAP inh | PG9 Ab binder | NR1D1 modulator |
| --- | --- | --- | --- | --- | --- | --- | --- | --- | --- | --- |
| CC(=O)N1CCOc2ccc(S(=O)(=O)N3CC(C)CC(C)C3)cc21 (configuration not stated) | 0 | -4 | 2 | 1 | 5 | -1 | 4 | -6 | -1.6 | 1 |
| CC1(C)Cc2ccccc2-c2nnc(SCC(=O)Nc3ccc4c(c3)OCO4)n21 | -1 | -6 | 1 | 0 | 16 | -12 | -6 | -1 | -3.8 | -1 |

Screens (PubChem BioAssay)
